# Source: PubChem BioAssay
# Cneo AK release: Cryptococcus neoformans cell lysis inducers, primary screen, AK release luminescence, single concentration | C. neoformans lysis, adenylate kinase release luminescence, 4 h; normalised: neutral wells 0, clomiphene wells 100 | lysis activity, % at 15 µM | 360,000 tested, 0.2% active;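 active means mean lysis activity across replicates of at least 80%, whatever share of replicates individually reach that level; inactive means mean lysis activity below 80%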
#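 Test system: log-phase Cryptococcus neoformans yeast cells. Input: 5 × 10^6 yeast cells/mL. Medium: fresh YPD growth medium. Doses: single dose. Incubation: static 4 h at 37 °C with compound, 1 h detection. Measured by: luminescent adenylate kinase detection reagent. Read-out: signal increase indicating cell lysis. Benchmarks: Clomiphene.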
# PGC1a acetyl inh: inhibitors of PGC1a acetylation signal, primary screen, cell-based, U2OS, AlphaScreen, inhibitor mode | AlphaScreen anti-acetyl-lysine; with virally co-expressed GCN5 acetyltransferase | 350,000 tested, 0.17% active | inhibition, % at 15.6 µM;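 active means every replicate shows inhibition of at least 40%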;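 further: 0% = neutral control wells and 100% = positive control wells; some results beyond the cut were filed as inactive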
# Casp6 inh: human caspase-6 inhibitors, primary screen, biochemical, VEID-R110 fluorescence, single point, set 2; P55212; purified caspase-6, Z-VEID-R110 cleavage fluorescence; inhibition, % at 12.5 µM; 350,000 tested, 0.53% active; AID 686996, 2013;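 active means mean inhibition across replicates at least about 35%, with every replicate also reaching that limit, limit read from the data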;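 further: 0% = median of neutral control wells and 100% = no fluorescence left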
# Target sequence (P55212 24-179 limits assumed): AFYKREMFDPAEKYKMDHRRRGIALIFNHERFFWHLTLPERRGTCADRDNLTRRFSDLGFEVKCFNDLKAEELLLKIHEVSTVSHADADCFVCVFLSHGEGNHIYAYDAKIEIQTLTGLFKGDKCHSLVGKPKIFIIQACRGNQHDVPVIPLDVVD
# Target sequence (P55212 194-293 limits assumed): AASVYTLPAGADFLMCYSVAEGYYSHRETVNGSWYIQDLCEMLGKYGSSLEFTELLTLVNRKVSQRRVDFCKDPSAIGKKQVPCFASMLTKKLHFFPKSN
# miR-122 sensor: miR-122 Renilla sensor signal increase in Huh7, primary screen, miR-122 inhibitor project, cell-based, single point, plate reader | Huh7 miR-122 Renilla luciferase sensor, 48 h; neutral wells = 0, positive control = 100 | activation (reporter increase), % at 12.5 µM | 340,000 tested, 0.3% active;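 active means mean replicate activation score at least 90 and every replicate individually at or above 90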;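 further: higher luciferase means less miR-122 activity so hits act as miR-122 inhibitors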
# FN deposition inh: inhibitors of fibronectin matrix deposition, primary screen, AH1F cells, Alexa488-fibronectin fluorescence, plate reader. AH1F fibroblasts, overnight. 350,000 tested, 0.086% active. inhibition, % at 12.6 µM;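 active means mean inhibition across replicates of 30% or more, regardless of how many single replicates reach that level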;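 further: positive control wells lacked labelled fibronectin entirely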
#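 Schedule: 1 h cell adhesion before compound, then overnight fibronectin incubation; test system: AH1F fibroblast monolayer depositing Alexa488-labelled fibronectin into matrix; quantity: 10000 AH1F cells per well; probe or stimulus: fluorescent fibronectin at 24 nM final; signal: fluorescence, ex 485 nm, em 525 nm; evaluation: percent inhibition as loss of matrix-bound fibronectin fluorescence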
# PAX8 reporter: inhibitors of PAX8-driven TPO luciferase reporter, primary screen, RMG-I cells, single concentration | SteadyGlo, 24 h | inhibition, % at 12.6 µM | 360,000 tested, 1.2% active;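 active means mean replicate inhibition at least 60% with every replicate also reaching 60%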;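 further: luciferase light reporting Pax8 driven TPO promoter activity; plate controls were median of neutral control wells for no effect and mitoxantrone controls for full effect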
# EWS-Fli block: EWS/Fli-driven NR0B1 reporter inhibitors, primary screen, A673 cells, NR0B1 luciferase, luminescence, MLPCN library. viability-normalised. inhibition, % at 12.6 µM. 350,000 tested, 0.67% active;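 active means mean inhibition of at least 50% after viability correction, with every replicate also passing that limit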;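 further: firefly luciferase signal divided by Alamar Blue viability fluorescence both relative to DMSO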
# LGR2 inh: inhibitors of bursicon-induced LGR2 CRE-luciferase signal, primary screen, cell-based, HEK293, CRE-luciferase reporter, bursicon stimulation. Drosophila bursicon receptor LGR2 (rickets). bursicon-stimulated, 4 h. inhibition, % at 9.99 µM. 380,000 tested, 0.35% active;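 active means drop in luminescence signal, shown as inhibition above about 50% in the replicate tests, limit read from the data, passing the limit was not always enough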;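 further: agonist challenge used bursicon conditioned medium at about half maximal strength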
# * marks the source's active call; other numbers are inactive results; · = no result given; [ ] = remark or other dose.
# The first 14 entries (preview)
SMILES,Cneo AK release,PGC1a acetyl inh,Casp6 inh,miR-122 sensor,FN deposition inh,PAX8 reporter,EWS-Fli block,LGR2 inh
COC1OC2COC(c3ccccc3)OC2C(OC(C)=O)C1OC(C)=O (configuration not stated),·,·,0,·,·,-9,2,-12
COc1ccccc1S(=O)(=O)N1CC[C@@H]2[C@H](CO)Nc3ccc(-c4cccc(C#N)c4)cc3[C@@H]21,1,-11,·,-6[16.7 µM],-3,-3,2,14
O=C(NCc1ccc(Cl)cc1)C(=O)NCC1OCCN1S(=O)(=O)c1ccc2c(c1)OCCO2 (configuration not stated),0,-6,-2,0,3,12,3,1
C[C@@H]1CN([C@H](C)CO)C(=O)c2cc(NC(=O)c3ccncc3)ccc2O[C@@H](C)CCCCO[C@H]1CN(C)S(=O)(=O)c1ccc(F)cc1,·,1,0,·,-11,-47,-12,-21
CN(C(=O)c1ccco1)c1nc(CC(=O)Nc2ccccc2)cs1,1,4,·,2,·,·,·,-18
N#Cc1cccc(-c2ccc([C@@H]3[C@@H](CO)N4CCCCN(C(=O)Nc5ccc(F)cc5)C[C@@H]34)cc2)c1,7,1,-2,-19[16.7 µM],·,46,2,19
CCCNC(=O)c1cc(C2CCCCN2C(=O)c2cc(C(C)(C)C)nn2C)on1 (configuration not stated),5,11,0,1,·,4,4,2
C=CCOc1cc(C)nc(-c2ccccc2O)n1,-11,2,·,2,-5,-2,·,·
CCOCCCNC(=O)C(c1ccc(OC)cc1)N(Cc1ccc2c(c1)OCO2)C(=O)c1ccccn1 (configuration not stated),2,1,-1,·,-8,2,8,0
CC(C)(C)n1nnnc1C(c1cc2cc3c(cc2[nH]c1=O)OCO3)N1CCN(c2ccccc2)CC1 (configuration not stated),-4,3,·,-5,·,·,·,3
CO[C@H]1CN(C)C(=O)c2ccc(NC(=O)c3ccc4c(c3)OCO4)cc2OC[C@@H](C)NC[C@H]1C,-21,3,-3,·,11,-15,-4,17
COc1ccccc1C(=O)NCCC(=O)N1CCN(C(=O)c2ccco2)CC1,0,·,-86,-1,6,3,1,3
CC(C)NC(=O)Nc1ccc2c(c1)C(=O)N([C@@H](C)CO)C[C@H](C)[C@H](CN(C)Cc1ccc(C(=O)Nc3ccccc3N)cc1)O2,·,-4,2,·,-13,14,·,15
CCCN1C[C@H](C)[C@@H](OC)CN(C)C(=O)c2cc(NC(=O)c3ccno3)ccc2OC[C@@H]1C,-68,7,-7,·,-9,-14,-6,11

# Results, previewed entries included:
SMILES,Cneo AK release,PGC1a acetyl inh,Casp6 inh,miR-122 sensor,FN deposition inh,PAX8 reporter,EWS-Fli block,LGR2 inh
COC1OC2COC(c3ccccc3)OC2C(OC(C)=O)C1OC(C)=O (configuration not stated),·,·,0,·,·,-9,2,-12
COc1ccccc1S(=O)(=O)N1CC[C@@H]2[C@H](CO)Nc3ccc(-c4cccc(C#N)c4)cc3[C@@H]21,1,-11,·,-6[16.7 µM],-3,-3,2,14
O=C(NCc1ccc(Cl)cc1)C(=O)NCC1OCCN1S(=O)(=O)c1ccc2c(c1)OCCO2 (configuration not stated),0,-6,-2,0,3,12,3,1
C[C@@H]1CN([C@H](C)CO)C(=O)c2cc(NC(=O)c3ccncc3)ccc2O[C@@H](C)CCCCO[C@H]1CN(C)S(=O)(=O)c1ccc(F)cc1,·,1,0,·,-11,-47,-12,-21
CN(C(=O)c1ccco1)c1nc(CC(=O)Nc2ccccc2)cs1,1,4,·,2,·,·,·,-18
N#Cc1cccc(-c2ccc([C@@H]3[C@@H](CO)N4CCCCN(C(=O)Nc5ccc(F)cc5)C[C@@H]34)cc2)c1,7,1,-2,-19[16.7 µM],·,46,2,19
CCCNC(=O)c1cc(C2CCCCN2C(=O)c2cc(C(C)(C)C)nn2C)on1 (configuration not stated),5,11,0,1,·,4,4,2
C=CCOc1cc(C)nc(-c2ccccc2O)n1,-11,2,·,2,-5,-2,·,·
CCOCCCNC(=O)C(c1ccc(OC)cc1)N(Cc1ccc2c(c1)OCO2)C(=O)c1ccccn1 (configuration not stated),2,1,-1,·,-8,2,8,0
CC(C)(C)n1nnnc1C(c1cc2cc3c(cc2[nH]c1=O)OCO3)N1CCN(c2ccccc2)CC1 (configuration not stated),-4,3,·,-5,·,·,·,3
CO[C@H]1CN(C)C(=O)c2ccc(NC(=O)c3ccc4c(c3)OCO4)cc2OC[C@@H](C)NC[C@H]1C,-21,3,-3,·,11,-15,-4,17
COc1ccccc1C(=O)NCCC(=O)N1CCN(C(=O)c2ccco2)CC1,0,·,-86,-1,6,3,1,3
CC(C)NC(=O)Nc1ccc2c(c1)C(=O)N([C@@H](C)CO)C[C@H](C)[C@H](CN(C)Cc1ccc(C(=O)Nc3ccccc3N)cc1)O2,·,-4,2,·,-13,14,·,15
CCCN1C[C@H](C)[C@@H](OC)CN(C)C(=O)c2cc(NC(=O)c3ccno3)ccc2OC[C@@H]1C,-68,7,-7,·,-9,-14,-6,11
O=C(C[C@@H]1CC[C@H](NC(=O)Nc2cccc(F)c2)[C@@H](CO)O1)NCC1CC1,10,3,-2,-2[16.7 µM],-11,-1,-9,-7
CC(=O)Oc1ccc(/C=C(\NC(=O)c2ccco2)C(=O)NCc2ccccc2)cc1,-7,·,3,2,4,9,5,-3
COc1cc(OC)cc(C(=O)N[C@H](C(=O)OCC(=O)N2CCN(S(=O)(=O)c3ccc(C)cc3)CC2)C(C)C)c1,-1,2,1,-4,5,4,9,5
CCCn1c(N)c(Sc2ccccc2[N+](=O)[O-])c(=O)n(CCC)c1=O,3,·,-2,·,9,5,4,11
O=C(COC(=O)/C=C/c1ccccc1)NC1CCCCC1,0,·,-4,·,-4,-14,1,7
N#Cc1nc(-c2cccs2)oc1NCCCN1CCOCC1,1,6,-7,-3,·,·,-2,8
CC1CCN(S(=O)(=O)c2cccc3cccnc23)CC1,-2,-2,-1,4,-10,16,-2,-16
NC(=O)CSc1nnc(-c2ccncc2)n1-c1ccc(Cl)cc1,0,-9,-1,2,-2,-6,-8,-7
C/C(=N\Nc1nc2ccc(Cl)cc2o1)c1ccccc1,1,-4,-3,-1,1,-2,-7,-6
CCCNC(=O)c1c(N)n(-c2ccc3c(c2)OCO3)c2nc3ccccc3nc12,-2,-9,9,-2,-4,-14,·,-2
O=C(NCc1cc(C(F)(F)F)cc(C(F)(F)F)c1)C1CC(c2ccccc2C(F)(F)F)=NO1 (configuration not stated),·,·,·,·,4,44,9,7
COc1cc(CC(=O)Nc2ccc(Cl)c(C(F)(F)F)c2)cc(OC)c1OC,·,·,1,·,7,9,-6,18
OC(COc1ccc2ccccc2c1)Cn1cncn1 (configuration not stated),-3,-7,·,-16,-13,-17,·,·
CC(=O)N/N=C/c1ccc(OCCOc2ccc(Br)cc2)cc1,-2,-7,1,-4,3,28,-16,19
O=C(Nc1ccccc1)NN(C(=O)CCl)c1ccccc1,-2,13,50*,13,8,99*,34,14
Cc1c(Br)c(C(=O)NNC(=O)c2ccc(C(C)(C)C)cc2)nn1C,·,·,-1,·,3,-6,-36,·
COc1ccc(-c2cnc3c(c2)C(=O)N([C@@H](C)CO)C[C@@H](C)[C@H](CN(C)C(=O)C2CCC2)O3)cc1,0,17,1,0[16.7 µM],·,·,-2,3
Cc1cc(N)n(-c2ccc(S(=O)(=O)c3ccc(C(C)C)cc3)cc2)n1,·,-10,2,-4,-10,2,4,-28
CCN(CC)CCCNC(=O)c1ccccc1NC(=O)C1=CSCCO1,4,3,-4,0,-3,-8,·,-4
Cc1cccc(CC(=O)N2CCOCC2)c1,0,·,-1,·,2,6,14,10
COC(=O)c1ccc(NS(=O)(=O)c2c(C)[nH]c(C)c2C(=O)N2CCCC2)cc1,0,-8,-2,1,11,2,·,-8
CCOC(=O)C(=CNc1ccccc1C)C(=O)OCC,-1,-3,·,-18,3,·,·,·
Cc1ccc(C(=O)NC(=S)NNC(=O)c2ccccc2O)cc1,1,·,·,·,10,6,10,-4
Cn1c(SCc2cccc(Cl)c2)nc(C(F)(F)F)cc1=O,-4,·,1,16,·,·,2,2
COc1ccc(/C=N/NC(N)=S)cc1,-3,18,-2,9,-9,-9,-1,7
CSCc1ccc(C(=O)Nc2ccc(C(N)=O)cc2)cc1,·,·,-2,·,7,-138,-89,-62
CCN(CC(=O)NCc1ccc(F)cc1)C(=O)c1cccc(S(=O)(=O)N(C)c2ccc(OC)cc2)c1,0,-5,1,6,-2,26,13,-5
CCN(C[C@H]1N[C@@](Cc2ccccc2)(C(=O)OC)[C@H]2C(=O)N(C)C(=O)[C@@H]12)S(=O)(=O)c1ccc(-c2ccccc2)cc1,0,·,-1,·,3,-16,6,-10
Cc1cccc(CCNc2nc3ccc(C)cc3n3cnnc23)c1,-3,4,0,-6,2,-147,-80,-59
CO[C@H]1CN(C)C(=O)c2ccc(NS(=O)(=O)c3cccc(F)c3)cc2OC[C@@H](C)NC[C@H]1C,1,-17,2,-10[16.7 µM],-6,·,-3,29
CCN(CC)S(=O)(=O)c1ccc(/C=C/C(=O)Nc2ccc(F)c(F)c2F)cc1,4,12,·,3,7,-17,·,-15
O=C(c1ccccc1F)N1CC2(C1)[C@@H](c1ccccc1)[C@H](CO)N2CC1CC1,·,-7,-4,·,7,-14,3,8
Cc1cc(C)n(-c2ccc(Cl)c(C(=O)Nc3ccc(-c4nnc5n4CCCCC5)cc3)n2)n1,5,-12,·,3,-5,39,·,·
CCOC(=O)[C@]12CCC=C1N(Cc1ccco1)C(=O)[C@H](CC(=O)N1CCC(c3ccccc3)CC1)C2,·,·,9,·,-4,-5,2,-15
Cc1ccccc1OCC(O)CN1CCN(c2ccccn2)CC1 (configuration not stated),·,0,-4,12,-10,-8,-6,8
O=C(Nc1ccc(Br)cc1Br)C1CC(=O)N(Cc2ccccc2)C1 (configuration not stated),0,0,1,-1,2,-16,3,-2
# The list goes on:
SMILES,Cneo AK release,PGC1a acetyl inh,Casp6 inh,miR-122 sensor,FN deposition inh,PAX8 reporter,EWS-Fli block,LGR2 inh
Cc1ccsc1/C=N/N1CCN(c2ccccn2)CC1,8,7,-2,-4,-2,-60,-106,·
O=C(C1CCCCC1)N1CC2(C1)[C@@H](c1ccccc1)[C@@H](CO)N2C(=O)c1cccnc1,·,-4,0,·,-10,-11,-7,16
COc1cc(OC)cc(C(=O)NC(C(=O)Nc2ccc3c(c2)OCO3)C(C)C)c1 (configuration not stated),3,-3,0,5,1,4,-6,10
CNC(=O)C[C@H]1CC[C@@H]2[C@@H](COc3ccc(NC(=O)Nc4ccccc4OC)cc3C(=O)N2C)O1,-2,-5,2,-17[16.7 µM],-3,-9,-16,1
O=C1CCc2cc(S(=O)(=O)NC(Cc3ccccc3)C(=O)NC3CCCC3)ccc2N1 (configuration not stated),0,-3,3,-3,0,1,12,8
Cc1cccc(CCN2C(Nc3ccccc3)=NC[C@@H]2C)c1,1,-3,-3,-2,7,1,1,14
Cc1[nH]c(=O)[nH]c(=O)c1/C=N/NC(=O)[C@H](C)N,2,0,-3,0,0,2,8,3
Cc1ccc(S(=O)(=O)N(CCC(=O)N2CCOCC2)c2ccccc2)cc1,·,·,-1,·,-2,-8,-4,-9
Cc1nnc(SCC(=O)NCc2ccco2)n1-c1ccc(F)cc1,-5,-15,·,-4,1,·,·,·
